S1P3 agonist: activates the human S1P3 receptor; activation, % at 4.5 µM; S1P3 NFAT-BLA reporter cells, agonism, FRET ratio; relative to 1 µM S1P, basal subtracted; 0.1% of 60,000 active; Q99500;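 active means activation above the screen-wide mean plus 3 SD, cut at about 4.5% in these data, passing the limit was not always enough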; further: some compounds called inactive have numbers as strong as hits
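Material: Human S1P3 NFAT-BLA reporter CHO cells | Incubation: Overnight plating, 4 h compound 37 °C, 2 h substrate RT | Signal: FRET β-lactamase substrate fluorescence, excitation 405 nm, 460/535 nm emission ratio, background-subtracted | Compound: 4.5 µM final, single dose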
5HT1E antag: antagonists of human 5-HT1E serotonin receptor. P28566. CHO 5-HT1E Ga15 NFAT-bla reporter, FRET, antagonist. inhibition, % at 6 µM. 0.99% of 65,000 active. AID 571;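 active means inhibition above a set limit, the mean inhibition across every tested compound plus 3 SD, cut at about 29% in these data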;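 further: signal is the 460 over 535 nm emission ratio of beta-lactamase substrate; 0% = agonist plus DMSO wells and 100% = wells without agonist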
HEK293 NFkB inh: lowers PMA/ionomycin-induced NF-kB signal in HEK293 cells | HEK-293 NF-kB luciferase reporter, luminescence | 0.21% of 62,000 active | inhibition, % at 3 µM;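 active means inhibition above the mean of all tested compounds plus 3 SD, cut at about 40% in these data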;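 further: 0% = stimulated DMSO wells and 100% = 10 µM reference inhibitor 5653914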
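System: NF-kB luciferase reporter HEK-293 cells | Replication: Single test | Control set: DMSO vs reference inhibitor | Evaluation: % inhibition | Schedule: 1 h pretreatment, 16 h stimulation, 37 °C | Probe or stimulus: PMA with ionomycin | Compound dosing: One dose, 3 µM | Detection: Luciferase luminescence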
S1P1 ag-PAM: agonists and agonism potentiators of human S1P1 receptor. P21453. S1P1 CRE-bla cells, forskolin, beta-lactamase FRET, potentiator mode; S1P1 agonist co-added at EC20, 2 nM; 100% = saturating reference agonist, 0% = basal. activation, % at 9.5 µM. 0.57% of 56,000 active;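 active means activation above a cutoff set at the mean activation of all tested compounds plus 3 SD, cut at about 54% in these data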;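 further: forskolin at 4 µM as EC80 and the EC20 agonist is SEW2871; 100% = SEW2871 at its EC100 plus forskolin at EC80; some compounds past the cut are filed as inactive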
M1 antagonist: M1 muscarinic receptor (rat) antagonism; B-score at 10 µM; CHO-M1 cells, Fluo-4 calcium, ACh EC80 antagonist mode; hits give low values; P08482; 3.4% of 64,000 active;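 active means calcium fluorescence response, raw or row-and-column corrected B-score, differing from the plate sample mean either way at a set confidence level, mostly lower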
Jurkat viability: reduces viability or proliferation of Jurkat cells; 1.2% of 56,000 active; inhibition, % at 4 µM; Jurkat E6.1 viability, ATP luminescence, 48 h;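 active means inhibition above the mean inhibition of all tested compounds plus 3 SD, cut at about 28% in these data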
M1 agonist: M1 muscarinic receptor agonism; CHO-M1 cells, Fluo-4 calcium fluorescence, agonist mode; hits give high values; B-score at 10 µM; 3% of 64,000 active;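 active means fluorescence rise, raw or as B-score row- and column-corrected plate score, outside the 99.7% band of its plate's samples, either direction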
5HT1E ag: 5-HT1E (human) receptor agonism. P28566. CHO 5-HT1E Ga15 NFAT-bla reporter, FRET; 0% DMSO wells, 100% control agonist wells. activation, % at 6 µM. 0.69% of 65,000 active. AID 574;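 active means activation above a set limit, the screen-wide mean activation plus 3 SD, cut at about 8.5% in these data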;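 further: 100% = positive control agonist at 1 µM giving full maximal response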
HER2 expr 66K: lowers expression of human Her2 kinase; P04626; SKBR-3 HER2 protein level, AlphaScreen, 18-24 h; hits give low values; HER2 level % of control, % at 10 µM; 0.69% of 65,000 active;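 active means HER2 level under 5% of the carrier-only control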;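 further: 100% = DMSO carrier and 0% = 500 nM PU-H71 HSP90 inhibitor; lower value means stronger loss of Her2 protein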
Target sequence (P04626 whole entry, looked up): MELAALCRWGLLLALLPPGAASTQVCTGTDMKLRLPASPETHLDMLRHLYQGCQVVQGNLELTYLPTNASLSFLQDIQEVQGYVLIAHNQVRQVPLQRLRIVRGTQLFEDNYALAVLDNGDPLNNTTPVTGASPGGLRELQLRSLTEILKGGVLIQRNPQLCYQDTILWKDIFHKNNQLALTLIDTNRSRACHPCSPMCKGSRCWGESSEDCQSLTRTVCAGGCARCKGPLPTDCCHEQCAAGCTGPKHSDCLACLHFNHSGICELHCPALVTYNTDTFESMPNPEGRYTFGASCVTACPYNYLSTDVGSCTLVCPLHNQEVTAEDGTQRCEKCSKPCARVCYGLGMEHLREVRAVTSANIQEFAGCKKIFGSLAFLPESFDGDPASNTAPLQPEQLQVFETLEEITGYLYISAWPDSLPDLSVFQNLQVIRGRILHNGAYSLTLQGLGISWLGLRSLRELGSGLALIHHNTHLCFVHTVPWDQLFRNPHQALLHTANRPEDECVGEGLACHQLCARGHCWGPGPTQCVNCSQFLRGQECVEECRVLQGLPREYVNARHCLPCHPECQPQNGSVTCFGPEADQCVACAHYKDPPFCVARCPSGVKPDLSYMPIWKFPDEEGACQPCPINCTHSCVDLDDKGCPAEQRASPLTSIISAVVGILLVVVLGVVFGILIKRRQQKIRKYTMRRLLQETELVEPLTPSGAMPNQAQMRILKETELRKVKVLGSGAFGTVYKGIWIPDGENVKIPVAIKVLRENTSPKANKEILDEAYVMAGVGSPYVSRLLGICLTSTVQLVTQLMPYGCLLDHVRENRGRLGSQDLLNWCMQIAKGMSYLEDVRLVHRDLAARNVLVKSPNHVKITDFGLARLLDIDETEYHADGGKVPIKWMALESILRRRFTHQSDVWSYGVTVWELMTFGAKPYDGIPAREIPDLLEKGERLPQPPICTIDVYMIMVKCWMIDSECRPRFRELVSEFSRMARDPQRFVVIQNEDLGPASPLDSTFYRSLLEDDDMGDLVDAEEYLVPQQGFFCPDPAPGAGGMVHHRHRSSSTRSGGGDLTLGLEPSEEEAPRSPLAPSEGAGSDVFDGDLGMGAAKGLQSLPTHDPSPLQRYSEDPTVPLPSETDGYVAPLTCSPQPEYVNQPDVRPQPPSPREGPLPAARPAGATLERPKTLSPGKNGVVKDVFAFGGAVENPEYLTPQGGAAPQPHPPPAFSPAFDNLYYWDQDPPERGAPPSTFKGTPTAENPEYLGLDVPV
* marks the source's active call; other numbers are inactive results; . = not tested or not shown.

Sample of the layout, two compounds:
SMILES	S1P3 agonist	5HT1E antag	HEK293 NFkB inh	S1P1 ag-PAM	M1 antagonist	Jurkat viability	M1 agonist	5HT1E ag	HER2 expr 66K
COCC(=O)Nc1nc2n(n1)C(c1ccccc1Cl)CC(c1ccc(OC)cc1)N2 (centres undefined)	-0.8	-6	22	-2	0.027	-7	0.039	-0.4	97
COc1ccc(Cl)c(N2CCN(CCCNC(=O)Nc3ccc(C)cc3)CC2)c1	-1.6	7	18	30	-1.6	2	-0.0052	0.8	67

All compounds of this part, from the start:
SMILES	S1P3 agonist	5HT1E antag	HEK293 NFkB inh	S1P1 ag-PAM	M1 antagonist	Jurkat viability	M1 agonist	5HT1E ag	HER2 expr 66K
COCC(=O)Nc1nc2n(n1)C(c1ccccc1Cl)CC(c1ccc(OC)cc1)N2 (centres undefined)	-0.8	-6	22	-2	0.027	-7	0.039	-0.4	97
COc1ccc(Cl)c(N2CCN(CCCNC(=O)Nc3ccc(C)cc3)CC2)c1	-1.6	7	18	30	-1.6	2	-0.0052	0.8	67
COC(=O)c1ccccc1NC(=O)N1CCN(C/C=C/c2ccccc2)CC1	-1.0	-10	4	-10	-4.1*	-7	0.12	-0.2	110
CCOc1ccc(N(CC(=O)OC)S(=O)(=O)c2ccc(OC)c(OC)c2)cc1	-2.2	7	16	-26	0.43	8	-1.2	-0.4	114
Cc1nc(NCc2ccc3c(c2)OCO3)c2nnn(Cc3ccccc3)c2n1	0.2	4	15	2	0.26	-2	-0.68	0.4	17
CCOC(=O)c1ccccc1NC(=O)CN(c1ccccc1OCC)S(C)(=O)=O	-1.0	0	-8	-2	-0.097	-3	0.00036	-1.1	100
COc1nc(OC)nc(N(C)CCO)n1	0.8	-13	6	-13	-0.017	-3	-0.0071	0.7	97
CCCCCn1c(CNC(=O)COC)nc2ccccc21	.	2	14	.	0.14	.	-0.94	-1.1	80
COc1ccc(-n2c(C)cc(C(=O)CSc3nnc(-c4ccoc4C)n3C)c2C)cc1	1.0	0	10	13	-0.97	0	-0.36	-0.4	97
Cc1nn(-c2ccccc2)c(C)c1NS(=O)(=O)c1ccccc1	0.4	36*	8	-22	0.034	6	-0.87	-0.8	101
Cc1ccc(S(=O)(=O)N(CC(=O)N2CCC(C(N)=O)CC2)c2cccc(C(F)(F)F)c2)cc1	-1.5	6	8	-11	-7.3*	-6	-0.3	-0.6	90
O=C(O)CCCC(=O)NCCc1ccncc1	.	-2	22	.	0.23	.	0.068	1.3	208
COc1cccc(C(=O)COC(=O)C(C)N2C(=O)c3ccccc3C2=O)c1 (centres undefined)	-1.2	5	8	-12	0.019	-3	0.82	0.9	152
CCN(CC)CCN1C(=O)C(=O)/C(=C(/O)c2ccc(OCC(C)C)cc2)C1c1ccncc1 (centres undefined)	-0.6	9	6	-13	0.01	3	-0.46	-0.6	99
CCn1nnc(-c2ccccc2NS(=O)(=O)c2ccc(C(=O)OC)cc2)n1	-0.7	34*	-2	51	-2.5	22	-1.9	-2.0	89
CSc1nc(-c2ccco2)nn1C(=O)Cc1ccccc1	-2.0	-10	20	-11	0.58	-4	-0.72	-0.3	46
CCC(=O)N(Cc1cc(=O)[nH]c2ccccc12)C1CCCCC1	-0.9	4	14	3	0.58	-2	0.0057	0.2	92
CC(OCC(O)CN(C)CCOc1ccccc1)c1ccc(Cl)cc1 (centres undefined)	0.4	-6	17	3	-2*	13	0.21	1.1	88
COCCCNC(=O)c1cc2c(=O)n3cccc(C)c3nc2n(C(C)C)c1=N	1.3	-3	11	-14	-0.5	-1	0.53	1.3	129
CC(NC(=O)COc1cccc(Br)c1)C(=O)O (centres undefined)	0.5	-4	4	-33	0.6	0	-0.95	-0.1	76
O=C(Nc1cnn(Cc2ccc(Cl)cc2Cl)c1)c1noc2c1CCCC2	-0.2	-5	15	8	0.076	2	-0.047	0.9	99
CCc1ccc(C(=O)NCc2cccs2)s1	0.7	-2	-10	-18	0.27	-7	-0.095	-0.6	104
COc1ccc(-c2cc(C(F)(F)F)n3nc(C(=O)N4CCOCC4)nc3n2)cc1	-0.4	-9	-6	-8	0.16	-4	0.41	-0.2	105
CCOC(=O)Nc1cc(C)c(Cl)cc1OC	0.5	-12	-6	-13	-0.52	-7	0.098	-0.5	95
CCOc1cccc(C(=O)N2CCCCC2c2cccnc2)c1 (centres undefined)	-1.0	3	8	.	-0.071	2	-0.15	-0.9	84
CCn1cc(C(=O)N2CCN(C3CCCCC3)CC2)c2cc(OC)c(OC)cc2c1=O	0.3	0	0	-50	1.1	0	0.086	0.4	94
COc1ccccc1Cn1c(=O)[nH]c2cccnc21	0.2	-1	18	-6	0.48	-11	-0.086	-0.6	92
CN(c1ccccc1)S(=O)(=O)c1ccc(C(=O)OCC(=O)NCc2ccco2)cc1	.	-10	7	.	0.22	.	-0.1	0.3	61
CCc1nnc(NC(=O)C2CC(=O)N(CCc3ccccc3)C2)s1 (centres undefined)	1.2	-16	0	6	-0.023	-4	-0.76	-0.1	134
O=C1c2ccccc2-c2onc3ccc(NCCCn4ccnc4)c1c23	0.8	0	0	-39	-11*	-4	97*	0.0	87
COc1ccc(OC)c(S(=O)(=O)n2nnc3cc(Cl)ccc32)c1	-0.5	-5	10	-8	1.4	4	-0.24	-1.0	88
COc1cccc(NC(=O)Cn2c(=O)oc3ccccc32)c1	-0.6	-1	14	7	-0.074	3	-0.51	-1.2	160
O=C(CCCc1nc(-c2ccccc2Cl)no1)NC1CCCCC1	0.4	-6	13	8	0	-4	-1.2	0.2	100
O=C1CC(N2CCN(C3CCc4ccccc4C3)CC2)C(=O)N1c1ccccc1 (centres undefined)	-0.4	-15	7	-16	-2.9	-1	-0.76	1.1	50
CS(=O)(=O)Nc1cccc(C(=O)CC2(O)C(=O)Nc3ccccc32)c1 (centres undefined)	-0.1	2	16	8	-0.3	0	-0.55	-1.0	135
CCOC(=O)c1c(C)n(C)c2ccc(O)c(CN3CCN(C)CC3)c12	-0.1	-3	12	-11	0.15	-6	0.15	-0.3	74
CC(=O)N1CCN(c2ccc(NCc3ccc(F)cc3)cc2)CC1	0.4	-4	6	-4	0.0095	-15	-0.61	0.2	106
CC1(C)Cc2nc(N)c(=O)sc2C1	-1.0	-3	3	6	-0.41	6	-0.86	-0.3	95
CCCOc1ccc(NC(=O)C2CC(=O)N(C(C)C)C2)cc1 (centres undefined)	0.6	6	-1	0	0.71	-7	0.4	1.5	102
Cn1c(=O)n(CCc2ccccc2)c(=O)c2c1nc1n2CCCN1CCc1ccccc1	-1.0	15	-3	5	0.46	1	-0.26	-0.9	44
Cc1nnc(SCC(=O)Nc2ccc(Oc3ccccc3)cc2)n1N	0.1	-4	13	-16	0.43	23	-0.89	0.5	82
CCC(c1nnnn1Cc1ccco1)N1CCN(c2cc(Cl)ccc2C)CC1 (centres undefined)	-1.4	9	-3	-5	0.081	3	0.07	-0.1	114
O=C(Nc1ccc2c(c1)OCO2)C1CCCN1C(=O)Nc1cccc(F)c1 (centres undefined)	-0.6	1	4	23	1.2	-8	0.13	-0.4	71
CCC1(C)N(O)C(C)(C)C(c2ccc(OC)cc2)=[N+]1[O-] (centres undefined)	-0.6	11	-1	-10	-0.031	-1	-0.65	-1.2	90
COC(=O)c1c(C#N)c(N)nc2c1CCCC2	1.0	10	7	-27	0.37	-7	-0.26	-0.2	83
O=C1CCC(C(=O)N(c2ccccc2)C2(C(=O)NC3CCCCC3)CCCCC2)N1 (centres undefined)	.	2	8	.	0.49	.	-0.59	0.1	95
CCS(=O)(=O)N1CCC(C(=O)NCc2cccc(OC)c2)CC1	-0.6	-7	18	-5	-1.8	2	-0.52	0.1	104
CCS(=O)(=O)N1CCC(c2nc(-c3ccc(C)cc3)no2)CC1	-1.4	13	16	15	-0.28	16	-0.57	-0.3	119
C=CCn1c(SCC(=O)C(C)(C)C)nnc1-c1cccs1	-0.8	-1	3	-8	-0.0057	-5	-0.081	0.0	134
Cc1cccc(NC(=O)CC2NC3CCCCC3NC2=O)c1 (centres undefined)	-0.5	5	9	-21	1.5	2	0.85	-0.2	98
CCOC(=O)N1CCN(C(=O)CSCC(=O)Nc2nc(-c3ccccc3)cs2)CC1	0.7	2	6	3	-0.35	-3	1.5	-0.7	135
Cc1ccc(N(C(C)C(=O)Nc2ccccc2C(=O)N2CCOCC2)S(C)(=O)=O)cc1C (centres undefined)	-1.1	-1	11	.	-0.94	-2	0.87	0.6	88
CC/C(=N\O)c1ccc(OC)c(OC)c1	-0.6	1	.	-11	-0.076	.	-0.59	0.1	97
COc1ccc(C(C#N)(CCC#N)CCC#N)cc1OC	-1.5	-15	3	-25	-2.7	-1	0.38	-0.3	100
COc1ccc(-c2cc3c(=O)n(CC(=O)NC4CCN(Cc5ccccc5)CC4)ncn3n2)cc1	-1.0	-3	-2	-16	-0.019	-3	0.11	1.1	70
Cc1cc(C)nc(N2CCCC(C(=O)Nc3cc(F)ccc3C)C2)n1 (centres undefined)	1.0	0	13	-5	-0.032	-4	0.32	-0.5	77
Cn1c(=O)[nH]c(=O)c2c1nc(CN1CCOCC1)n2Cc1ccc(F)cc1	0.0	-10	7	-12	-0.43	2	0.041	1.6	103
CC1=CCC(Cc2nc3ccccc3o2)C1(C)C (centres undefined)	-0.1	-2	11	-10	1	-5	0.42	0.3	128
O=C(CN1C(=O)c2cccc3cccc1c23)NCC1CCCO1 (centres undefined)	1.2	1	4	-21	-0.64	1	-0.24	-0.1	87

Entries of single compounds, looked up by structure. Order of screens: S1P3 agonist, 5HT1E antag, HEK293 NFkB inh, S1P1 ag-PAM, M1 antagonist, Jurkat viability, M1 agonist, 5HT1E ag, HER2 expr 66K
Cc1nnc(SCC(=O)Nc2ccc(Oc3ccccc3)cc2)n1N is listed as 0.1, -4, 13, -16, 0.43, 23, -0.89, 0.5, 82
COc1ccc(-c2cc3c(=O)n(CC(=O)NC4CCN(Cc5ccccc5)CC4)ncn3n2)cc1 is listed as -1.0, -3, -2, -16, -0.019, -3, 0.11, 1.1, 70
Cc1ccc(N(C(C)C(=O)Nc2ccccc2C(=O)N2CCOCC2)S(C)(=O)=O)cc1C (centres undefined) is listed as -1.1, -1, 11, ., -0.94, -2, 0.87, 0.6, 88
O=C(CN1C(=O)c2cccc3cccc1c23)NCC1CCCO1 (centres undefined) is listed as 1.2, 1, 4, -21, -0.64, 1, -0.24, -0.1, 87
COc1ccc(C(C#N)(CCC#N)CCC#N)cc1OC is listed as -1.5, -15, 3, -25, -2.7, -1, 0.38, -0.3, 100
